NCI-60 one-dose screen, 48 h, at 10 µM unless noted. Numbers give growth in % (100 = growth as untreated, 0 = no growth, -100 = all killed).
RXF 393: RXF 393 renal cancer cells | 6.9% of 77,000 active | AID 1794773
SK-OV-3: SK-OV-3 ovarian cancer cells | 3.2% of 80,000 active | AID 1794785
ACHN: ACHN renal cancer | 4.9% of 81,000 active
SN12C: SN12C renal cancer cells; 3.8% of 81,000 active
UO-31: UO-31 renal cancer | 5.2% of 81,000 active
786-0: 786-0 renal cancer cells; 5.1% of 81,000 active; AID 1794775
IGROV1: IGROV1 ovarian cancer; AID 1794786; 4.7% of 79,000 active
TK-10: TK-10 renal cancer cells | AID 1794769 | 3.9% of 81,000 active
Active calls of the source: *; . = no result given; & = joins results of further samples; [ ] = remark or other dose. The calls were made as follows: active = growth percent below 10; inactive = the rest. This is a random part of the collection; overall some 9.6% were active at least once.

#	Molecule	RXF 393	SK-OV-3	ACHN	SN12C	UO-31	786-0	IGROV1	TK-10
1	O=C1C(=O)c2c(nc3ccc(Cl)cn23)-c2ccccc21	-100*	-100*	-100*	-100*	.	-100*	.	-86*
2	NC(=O)C1C2C=CC(O2)C1C(=O)O (centres undefined)	.	120	93	101	93	105	106	121
3	C/C(=N\NC(=S)Nc1ccccc1)c1cc2ccccc2oc1=O	142	97	95	103	82	104	92	142
4	O=C(Cn1c2c(sc1=O)[C@H]1[C@@H](O)[C@@H](O)[C@H](O)[C@@H]1CS2)Nc1ccc(F)cc1	116	97	105	109	85	108	109	126
5	COc1ccc(C2C(C#N)=C(N)Oc3n[nH]c(-c4cccs4)c32)cc1Br (centres undefined)	111	90	99	95	90	100	91	111
6	Nc1nc(Nc2ccc(Br)cc2)nn1Cc1cccc(Br)c1	98	96	97	92	62	91	99	88
7	C/C(=N\O)[C@H]1CC[C@H]2[C@@H]3CCC4=C/C(=N/O)CC[C@]4(C)[C@H]3C(=O)C[C@]12C	104	103	103	97	80	93	115	105
8	CCc1c(C)c2ccc3c(c2oc1=O)N=C(c1ccc(Br)cc1)CO3	111	107	104	103	88	97	100	103
9	O=c1cc[nH]c2c(Cl)cccc12	115	89	.	104	77	92	59	117
10	COc1ccc2oc(=O)cc(C3c4ccc([nH]4)C(c4cc(=O)oc5ccc(OC)cc45)c4ccc([nH]4)C(c4cc(=O)oc5ccc(OC)cc45)c4ccc([nH]4)C(c4cc(=O)oc5ccc(OC)cc45)c4ccc3[nH]4)c2c1 (centres undefined)	-77*	0.7*	1.0*	.	-45*	-24*	20	-32*
11	C=CCC(O)CCCCC (centres undefined)	111	95	101	105	94	97	94	95
12	CC(=O)NC(C)(NC(=O)CCl)C(=O)O (centres undefined)	.	102	107	95	90	98	99	106
13	O=C(Nc1cccc(Cl)c1)c1cc2ccccc2cc1O	33&18	-12*	12&13	7.6*	-9.9*	17&54	24&23	27&55
14	CCOC(=O)c1cc(C(=O)/C=C/c2ccc3c(c2)Sc2ccccc2N3C)n2c(C)cccc12	49	87	78	94	78	73	75	97
15	C=C1C(=O)O[C@H]2[C@H]1CC/C(COC(=O)NCc1ccc(Cn3c(=O)sn(CCCI)c3=O)cc1)=C\CC[C@@]1(C)O[C@@H]21	-5.9*	101	16	2.2*	-30*	6.2*	-0.1*	0.1*
16	CSc1nc(Cl)cc(-c2ccccc2)n1	105	113	111	96	111	115	116	120
17	CC(=O)Nc1cc2c3ccccc3n(C)c2cc1[N+](=O)[O-]	115	98	105	97	75	101	132	109
18	O=C1CCCCC1C1(O)C(=O)Nc2ccccc21 (centres undefined)	127	95	99	121	107	101	108	107
19	COc1nc(Cl)nc2c1ncn2C/C=C/CCl	66	102	85	91	67	90	96	89
20	CCCc1c(C)nc2scc(-c3ccc(Cl)cc3)n2c1=O	93	103	95	96	73	101	107	102
21	O=[N+]([O-])c1ccc(NN=C(c2ccccc2)c2ccccc2)c([N+](=O)[O-])c1	118	103	101	96	86	106	101	87
22	N#Cc1c(Nc2ccc(F)c(Cl)c2)n[nH]c1-c1cccs1	83	102	82	90	66	100	64	123
23	O=C(CCn1cc[n+](CC(=O)c2ccc(-c3ccccc3)cc2)c1)Nc1cccc2cccnc12	90	75	104	77	88	98	36	117
24	Oc1c(Cl)cc(Cl)cc1/C=N/NC(=S)Nc1cc(C(F)(F)F)cc(C(F)(F)F)c1	67	73	70	65	41	58	59	79
25	O=C(CCc1nc2c(=O)[nH]c(=S)[nH]c2[nH]c1=O)Nc1ccc(C(=O)O)cc1	107	110	101	101	86	103	111	102
26	Nc1ccc(-c2ccc3nc4c(=O)[nH]nc(-c5cccc(C(F)(F)F)c5)c4n3c2)cn1	114	110	108	106	90	.	108	103
27	CCOC(=O)c1csc(NC(=O)Nc2cnc(Nc3ccc(N4CCOCC4)cc3)nc2Oc2ccc(OC)cc2)n1	68	112	89	93	77	93	88	112
28	O=C(O)C1CCc2nc(NCc3ccccc3)nc(NCc3ccccc3)c2C1 (centres undefined)	119	104	100	98	76	100	106	107
29	O=c1[nH]c(=S)[nH]cc1Cc1ccc(Cl)cc1	108	95	100	97	79	97	105	117
30	CCOC(=O)C1=C(C)N2C(=NC3=C(CCCC/C3=C\c3ccc(OC)cc3)C2c2ccc(OC)cc2)S1 (centres undefined)	.	91	100	98	79	84	102	.

Down the list, quoted from above.
SN12C for nos. 11–22, in order: 105, 95, 7.6*, 94, 2.2*, 96, 97, 121, 91, 96, 96, 90

Quoted from the listing:
cpd 6 in IGROV1 → 99
cpd 28 in TK-10 → 107
cpd 5 in 786-0 → 100
cpd 12 in SK-OV-3 → 102
cpd 24 in 786-0 → 58
cpd 11 in UO-31 → 94

Reformatted with values under each structure: part of the list above
Order of values – RXF 393	SK-OV-3	ACHN	SN12C	UO-31	786-0	IGROV1	TK-10
(2) NC(=O)C1C2C=CC(O2)C1C(=O)O (centres undefined)
→ .	120	93	101	93	105	106	121
(3) C/C(=N\NC(=S)Nc1ccccc1)c1cc2ccccc2oc1=O
→ 142	97	95	103	82	104	92	142
(4) O=C(Cn1c2c(sc1=O)[C@H]1[C@@H](O)[C@@H](O)[C@H](O)[C@@H]1CS2)Nc1ccc(F)cc1
→ 116	97	105	109	85	108	109	126
(5) COc1ccc(C2C(C#N)=C(N)Oc3n[nH]c(-c4cccs4)c32)cc1Br (centres undefined)
→ 111	90	99	95	90	100	91	111
(6) Nc1nc(Nc2ccc(Br)cc2)nn1Cc1cccc(Br)c1
→ 98	96	97	92	62	91	99	88

(listing goes on)
#	Molecule	RXF 393	SK-OV-3	ACHN	SN12C	UO-31	786-0	IGROV1	TK-10
31	CN1C=CN(Cc2ccc(-c3ccccn3)nc2)[CH-]1.CN1C=CN(Cc2ccc(-c3ccccn3)nc2)[CH-]1.[Au+3]	19	75	82	41	83	53	3.1*	67
32	Cc1cc(N2CCC(C)CC2)nc(N2CCN(CC(=O)Nc3ccc4c(ccn4C)c3)CC2)n1	76	71	100	89	71	79	98	116
33	Nc1nc(Cc2ccccc2)cc(-c2cc(Cc3ccccc3)nc(N)n2)n1	109	117	106	95	.	103	109	103
34	COc1ccc(NC(=O)C2=C(C)Nc3ncnn3C2c2ccc(F)cc2)cc1 (centres undefined)	118	109	103	105	94	107	112	104
35	c1ccc2c(-c3c[nH]c4ccccc34)c3c(cc2c1)[nH]c1ccccc13	33	84	62	81	58	52	69	94
36	Cc1ncc2c(c1-c1noc(-c3cn[nH]c3-c3cccs3)n1)CCNC2	.	76	89	79	85	58	87	.
37	CC(=O)OC(C)c1cccc(C#N)c1 (centres undefined)	110	94	113	99	85	104	115	110
38	CNc1cc([N+](=O)[O-])ccc1OCc1ccccc1	70	100	91	92	84	94	84	166
39	C#CCOc1ccc(/C=N/Nc2nc(-c3cc4cc(I)ccc4oc3=O)cs2)cc1	108	111	96	89	77	98	100	134
40	CC1C(C)N(C(=O)CCl)c2ccccc2N1C(=O)CCl (centres undefined)	-54*	-20*	-92*	-27*	-85*	-55*	-55*	-87*
41	Cc1nn(-c2ccc(Cl)cc2)c(=O)n1CCn1nnc(-c2ccn(-c3ccc(Cl)cc3)n2)n1	76	90	84	85	56	65	67	75
42	O=C1NN(C(=O)c2ccc3ccccc3c2)C(c2ccccc2)=N/C1=C\c1cn(-c2ccccc2)nc1-c1ccccc1	100	111	108	102	96	99	92	102
43	Cc1ccc(Sc2nnc(/N=C3\C(=O)Nc4ccc(C)cc43)s2)cc1	94	95	82	104	60	91	100	105
44	O=C(CCc1ccccc1)N1CCN(C(=O)CCc2ccccc2)CC1	109	115	104	97	60	95	100	111
45	CC(C)CNC(=O)C1(N2C(=O)c3ccccc3C2=O)CCCC1	112	107	107	104	102	101	111	96
46	CCCCC/C(=C\c1ccccc1)C1OC(C)CC(C)O1 (centres undefined)	101	104	91	99	94	95	106	104
47	N#Cc1ccc(C(F)(F)F)nc1N1CCC(C(=O)Nc2ccc(Cl)cc2)CC1	.	82	69	80	74	70	102	.
48	Cc1cnc2ccc(Oc3ccccc3-c3ccccc3)nn12	107	178	105	100	90	102	105	106
49	CCOC(=O)c1nc2cc(C#N)ccn2c1C(=O)c1cccs1	126	96	100	104	83	90	109	105
50	O=C(/C(Br)=C/c1ccccc1)c1ccccc1	-58*	105	-71*	.	-63*	-91*	28	3.4*
51	Cc1cc(=O)oc2cc(OC(=O)N(c3ccccc3)c3ccccc3)ccc12	108	107	95	90	75	100	89	108
52	COc1cc(/C=N\Nc2ccccc2[N+](=O)[O-])cc(OC)c1OC	101	95	63	94	90	94	101	101
53	C=CCn1c(C)nc2cc(Nc3nc(N4CCCC4)nc4ccccc34)ccc21	52	123	103	90	68	76	95	108
54	Cc1ccc(Nc2nc(N)nc(C(Cl)(Cl)Cl)n2)c(O)c1	113	90	102	96	73	104	83	133
55	COc1cc(C2CC(c3ccc(Oc4ccc(Cl)cc4)cc3)=NN2c2nc(-c3ccc(Cl)cc3)c(C#N)c(N3CCOCC3)n2)cc(OC)c1OC (centres undefined)	107	102	96	91	79	99	106	96
56	O=S(c1ccccc1)c1ccccc1	123	109	104	96	89	.	108	110
57	Cn1c(SCC(=O)Nc2ccc(-c3nc4ccccc4[nH]3)cc2)nc2ccccc2c1=O	101	120	92	96	80	103	79	142
58	Cc1nc(Nc2ccc(NC(=S)Nc3ccccc3)cc2)c2ccccc2n1	.	107	102	101	86	103	100	131
59	Cc1ccc(-n2nc(C#N)c(N3CCOCC3)n2)cc1	102	101	102	95	90	96	93	134
60	CC(=O)C1C(=O)C(=O)N(c2ccc([N+](=O)[O-])cc2Cl)C1=O (centres undefined)	105	102	102	101	91	104	117	104
61	O=C(O)C1CC1c1ccc(Cl)cc1 (centres undefined)	111	109	.	.	99	101	118	98
62	Cc1ccc2c(C(C[N+](=O)[O-])c3ccccc3F)c(-c3ccccc3)[nH]c2c1 (centres undefined)	64	32	49	55	47	57	32	71
63	COc1cc2ncnc(Oc3ccc(NC(=O)Nc4cnn(C(C)C)c4)c4ccccc34)c2cc1OC	101	100	89	94	75	112	84	161
64	FC(F)(F)c1ccc(-c2cnc(Cl)nc2NCc2cc(C(F)(F)F)cc(C(F)(F)F)c2)cc1	23	43	2.8*	12	-10.0*	11	46	22
65	CCOC(=O)c1[nH]c(=O)c2ccccc2c1O	127	95	99	102	103	92	114	95
66	Cc1ccc2sc3c(c2c1)OC(N)=C(C#N)C3c1ccc(Cl)cc1 (centres undefined)	51	86	87	93	76	102	65	97
67	c1ccc(COc2cccc(-c3nc4sccn4c3-c3ccncn3)c2)cc1	94	78	88	80	46	76	71	88
68	Ic1ccc(OCCCCn2ccnc2)cc1	67	81	59	77	64	84	72	45
69	FC(F)(F)C(F)(F)C(F)(F)C(F)(F)C(F)(F)C(F)(F)OC(F)(F)C(F)(F)C(F)(F)C(F)(F)C(F)(F)C(F)(F)F	108	104	103	106	90	96	114	102
70	C/C(=N\NC(=O)c1ccc(S(N)(=O)=O)cc1)c1cc2cc(Br)ccc2o1	121	.	89	94	93	97	89	98
71	O=C(Cc1ccccc1)NC(CSSCC(NC(=O)Cc1ccccc1)C(=O)O)C(=O)O (centres undefined)	126&111	92&99	105&101	89&102	66&78	112&102	104&110	111&103
72	Cn1c(O)c(/C=C2\C=Nc3ccccc32)s/c1=N/c1nccs1	89	110	75	90	37	94	55	110
73	[2H]C([2H])([2H])Oc1cccc(/C=C/C(=O)/C=C(O)/C=C/c2cccc(OC([2H])([2H])[2H])c2OC([2H])([2H])[2H])c1OC([2H])([2H])[2H]	98	96	106	97	98	97	108	100
74	S=c1n(CN2CCCC2)nc(-c2ccccc2Cl)n1Cc1ccccc1	92	113	95	93	91	100	105	97
75	CN(C)c1oc(-c2nc(C#N)c(N(C)C)o2)nc1C#N	110	110	104	98	83	104	100	111
76	CC(O)C(NC(=O)OCc1ccccc1)C(=O)O (centres undefined)	105	107	108	110	82	105	99	106
77	CN1CCN(CC#CCOC(=O)[C@]2(C)CC[C@]3(C)CC[C@]4(C)C(=CC[C@@H]5[C@@]6(C)CCC(=O)C(C)(C)[C@@H]6CC[C@]54C)[C@@H]3C2)CC1	108	103	98	94	87	92	104	106
78	CCOC(=O)[C@@H]1CSC=C(C(=O)O)N1	104	74	84	84	76	90	107	96
79	COc1ccccc1Nc1nc(-c2cc3cccc(C(F)(F)F)c3oc2=O)cs1	27	31	25	.	52	21	23	68
80	CCCNC(c1ccc(N(CC)CC)cc1)C(Cl)(Cl)Cl (centres undefined)	121	95	111	102	89	109	119	111
81	CC1=CSC2=NCCCCN12	110	95	111	103	89	105	98	101
82	CCN(CC)CCOC(=O)Nc1c(C(C)C)cccc1C(C)C	107	96	105	105	83	105	100	105
83	CC1OC(n2c3ccccc3c3c4c(c5c6ccccc6[nH]c5c32)C(=O)N(CCN[C@H]2CCC[C@@H]2N)C4=O)CC(O)C1O (some centres undefined)	63	41	46	18	67	50	36	53
84	CC(C)(C)Nc1c(-c2c(O)c3ccccc3oc2=O)nc2ccc(Cl)cn12	103	110	.	98	88	103	112	97
85	CCOC(=O)c1c2ncccc2n2c(=O)n(-c3ccc(Cl)cc3)nnc12	104	92	78	103	61	97	86	154
86	NC(=O)CCn1c2ccc(-n3ccnc3)cc2c2ccc(CCC(=O)O)cc21	111[100 µM]	91[100 µM]	99[100 µM]	95[100 µM]	89[100 µM]	100[100 µM]	90[100 µM]	123[100 µM]
87	COc1ccc(-c2nn(-c3ccc(C(=O)O)cc3)cc2CNc2ccccc2)c(F)c1	114	79	100	109	88	102	105	107

Reformatted with one line to a screen: entries from further up
67	c1ccc(COc2cccc(-c3nc4sccn4c3-c3ccncn3)c2)cc1
68	Ic1ccc(OCCCCn2ccnc2)cc1
Screen / compound no. | 67 | 68
RXF 393 | 94 | 67
SK-OV-3 | 78 | 81
ACHN | 88 | 59
SN12C | 80 | 77
UO-31 | 46 | 64
786-0 | 76 | 84
IGROV1 | 71 | 72
TK-10 | 88 | 45
